HT1080 IDH1KD tx – toxicity to HT-1080 IDH1 knockdown cells (counter line). HT-1080 IDH1 knockdown viability, ATP luminescence, 48 h. Potency, µM (doses to about 46.1 µM), inactives show top-dose activity, negative = toxicity, usual class: cytotoxic. actives 2% (n = 360,000). AID 686971;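 note: potency is the fitted concentration of half-maximal effect; 0% = DMSO wells and -100% = cell-free medium wells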
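Viability of IDH1-knockdown HT-1080 fibrosarcoma cells was assessed by CellTiter-Glo after 48 h at 37 °C with titrated compound; concentration-effect curves were classified by fit quality and response size.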
HT1080-NT tox – kills 2HG-producing HT-1080-NT fibrosarcoma cells. Potency, µM (top dose mostly 46.1 µM), inactives show top-dose activity, negative = less viability, hits mostly cytotoxic. HT-1080-NT fibrosarcoma viability, CellTiter-Glo ATP luminescence, 48 h. actives 1.6% (n = 360,000);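 note: NT is the 2HG producing partner of a matched IDH1 knockdown line; potency is the fitted concentration of half-maximal effect; 0% = DMSO-treated cells and -100% = media-only wells without cells; nearly all actives have a fitted effect of over 55% in size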
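Viability by CellTiter-Glo luminescence after 48 h compound exposure at 37C of HT-1080-NT cells (750/well, RPMI, 5% FBS). % activity scaled between DMSO wells and medium-only wells, then curve-fitted and categorized by curve class.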
S2 tox – reduces viability in counter-screen for ATXN expression inhibitors | S2 cells (HEK-293 line with an ATXN2-luciferase reporter) viability, CellTiter-Fluor protease fluorescence, 24 h | AID 651635 | Potency, µM (highest dose often 56.7 µM), actives largely listed as cytotoxic | actives 0.49% (n = 400,000); note: potency is the fitted concentration of half-maximal effect; nearly all actives have a fitted effect of over 40% in size
IL-1B inflam inh – blocks inflammasome-driven IL-1 beta release; actives 4.7% (n = 360,000); AID 743279; activity change, % at 57.5 µM; THP-1 LPS/ATP IL-1B secretion, AlphaLISA, 16 h; active compounds read low; in the data active = activity change below about -50%; inconclusive = mostly about -30% to -49%; note: % is set by controls: 0 for no effect and ±100 for the full control effect
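Secreted IL-1B measured by AlphaLISA bead assay after 16 h compound exposure of THP-1 cells; compounds (final up to 57.5 uM) added 1 h before LPS (250 ng/mL) and ATP (1.25 mM) stimulation; lower signal means less secretion.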
ATXN2 expr inh – ATXN2 expression inhibition; HEK-293 ATXN2-luciferase reporter, luminescence, 24 h; Potency, µM (highest dose often 57 µM), without a hit: at the top dose activity change, negative = inhibition, most hits filed as inhibitors; actives 0.72% (n = 360,000); AID 1745845; note: potency is the fitted concentration of half-maximal effect; % is set by controls: 0 for no effect and ±100 for the full control effect; nearly all actives have a fitted effect of over 55% in size
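ATXN2-luciferase reporter cells (luciferase flanked by upstream and downstream ATXN2 gene portions) were treated 24 h at 37 °C with compounds at up to 57 uM. SteadyGlo luminescence gave expression; GF-AFC fluorescence gave viability.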
MCF10A rereplic – inducers of DNA re-replication in MCF 10A breast cells. MCF 10A DNA re-replication, Hoechst nuclear intensity, 48 h. Potency, µM (titrated, usually from 46.1 µM), for the others: top-dose activity, positive = re-replication, usual class: activators. actives 2.9% (n = 350,000). AID 624296; note: potency is the fitted concentration of half-maximal effect; % of control where 0% means no effect; nearly all actives have a fitted effect of over 50% in size
SW480 rerep – inducers of DNA re-replication in SW480 colon cancer cells; SW480 DNA re-replication, Hoechst DNA content imaging, 48 h; Potency, µM (top dose mostly 46.1 µM), without a hit: at the highest dose re-replication activation, hits mostly activators; actives 1.8% (n = 340,000); AID 624297; note: potency is the fitted concentration of half-maximal effect; % of control where 0% means no effect; nearly all actives have a fitted effect of over 55% in size
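SW480 cells exposed to compounds for 48 hr at 37 C, 5% CO2, then Hoechst-stained 40 min. Nuclear DNA content imaged by fluorescence scanning (405 nm excitation, 500-530 nm emission); re-replication scored as increased high-intensity nuclei.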
HepG2 tox – kills HepG2 cells in TGF-b inhibitor counter-screen. HepG2 CAGA-GFP viability, ATP luminescence, 18 h. actives 0.76% (n = 410,000). AID 588856. Potency, µM (titrated, usually from 46.1 µM), for the others: at the highest dose activity change, negative = cytotoxicity, hits mostly cytotoxic; note: potency is the fitted concentration of half-maximal effect; some results filed as inactive show a strong effect at the top dose
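HepG2 CAGA-GFP cells (1000/well, DMEM with 1% FBS) received compound, then TGF-beta at 500 pg/mL final, and were incubated 18 hours at 37 degrees C. Viability was read by CellTiter-Glo luminescence. Media-only wells were set as complete cell-killing and DMSO as no toxicity.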
KB-3-1 tox – kills parental KB-3-1 adenocarcinoma cells. KB-3-1 viability, CellTiter-Glo ATP luminescence, 72 h. Potency, µM (titrated, usually from 46.1 µM), without a hit: top-dose activity change, negative = cytotoxic, hits mostly cytotoxic. actives 1.4% (n = 400,000); note: potency is the fitted concentration of half-maximal effect; % is set by controls: 0 for no effect and ±100 for the full control effect; nearly all actives have a fitted effect of over 60% in size
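Luminescent ATP read-out (CellTiter-Glo) measures survival of drug-naive KB-3-1 cells after 72 h compound exposure at 37 °C. Titration series was screened from lowest to highest concentration, with DMSO vehicle plates as background controls.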
Active calls of the source: *; i = inactive; ? = inconclusive; nt = not tested or not shown; [ ] = remark or other dose. Unless noted, calls come from the whole dose curve; as a rule, active = well fitted curve in the direction sought with a large enough effect; inconclusive = small, poorly fitted or top-dose-only effect, or another doubt; inactive = no such curve, though single readings can be large; an effect the other way counts as inactive or inconclusive.

canonical_smiles	HT1080 IDH1KD tx	HepG2 tox	KB-3-1 tox	HT1080-NT tox	ATXN2 expr inh	S2 tox	IL-1B inflam inh	SW480 rerep	MCF10A rereplic
COCCCN(C(=O)CSCc1c(C)noc1C)c1c(N)n(Cc2ccccc2)c(=O)[nH]c1=O	9%	-2%	1%	-1%	3%	?	-2	0%	0%
Cc1ccc(NC(=O)Cc2noc3ccccc23)nc1	17%	2%	24%	0%	27%	i	-11	-137%[inhibitor]	1%
COc1cccc(NC(=O)C2CCC(CNS(=O)(=O)c3csc(C(N)=O)c3)CC2)c1 (configuration not stated)	nt	-26%	5%	nt	2%	i	nt	nt	nt
O=S(=O)(c1ccc(F)c(F)c1F)N1CCN(C(=S)NC2CC3CCC2C3)CC1 (configuration not stated)	-7%	-6%	10%	-1%	-24%	i	0	-49%[inhibitor]	0%
CC(C)C(C(=O)Nc1ccncc1)c1ccc(Cl)cc1 (configuration not stated)	?	-42%	-14%	-17%	-34%	i	27	?	-1%
Cc1cc(/C=C(\C#N)C(=O)NCc2cccs2)c(C)n1-c1ccccc1F	?	0%	?	?	72%[activator]	i	?	?	?
CC(C)N(Cc1ccccc1)C(=O)CC(=O)N(Cc1ccccc1)C(C)C	14%	6%	0%	13%	-4%	i	-17	-2%	6%
COc1cccc(C2CC(=O)Nc3cc(OC)c(OC)c(OC)c32)c1OC (configuration not stated)	2%	0%	?	4%	22%	i	10	-4%	0%
COc1ccc(NC(=O)CC(C)c2ccccc2)c([N+](=O)[O-])c1 (configuration not stated)	0%	4%	1%	11%	26%	i	-4	3%	?
COc1ccc(Oc2c(Cl)cnn(-c3ccc(F)cc3)c2=O)cc1	?	15%	?	?	-22%	i	-112*	?	23%
COc1ccc(C(=O)Nc2nccs2)cc1	-1%	-20%	16%	15%	20%	i	13	-1%	5%
Cc1nc2ncnn2c(C)c1CCC(=O)O	8%	-2%	4%	6%	1%	i	14	-1%	3%
COc1ccc(C(CNC(=O)c2cc(S(=O)(=O)NCc3ccccc3)ccc2C)N2CCOCC2)cc1 (configuration not stated)	-3%	-8%	5%	2%	-9%	i	-27	-459%[inhibitor]	6%
COC(=O)/C=C1/S/C(=N/NC(=O)c2ccc(OC)cc2)NC1=O	2%	6%	5%	6%	19%	i	20	0%	1%
Cc1ccc(C(=O)Nc2onc(C)c2C#N)cc1	17%	9%	16%	18%	26%	i	12	1%	0%
CCC(SC1=NCCS1)C(=O)Nc1nnc(-c2ccccc2OC)s1 (configuration not stated)	-8%	-26%	-22%	-4%	-3%	i	-14	10%	?
Cc1ccc(C(NC(=O)N2CCCC2)C(Cl)Cl)cc1F (configuration not stated)	2%	-2%	-12%	-1%	-12%	i	0	?	-1%
CC(C)c1ccc2oc(-c3cc(NC(=O)c4cccnc4)ccc3Cl)nc2c1	nt	-105%	-25%	nt	?	?	nt	nt	nt
COc1ccc(-c2nnc(NC(=O)c3ccc(F)cc3)o2)cc1	?	-19%	0%	-7%	-15%	20µM*	45	5%	17%
CCOC(=O)[C@H]1[C@H]2COc3ccc(C)cc3[C@@H]2N2C(=O)CN(Cc3ccc(Cl)cc3)C(=O)[C@@]12C	5%	-3%	-4%	-1%	4%	i	23	-17%	?

A draw from above in order of length of the SMILES, smallest number first.
canonical_smiles	HT1080 IDH1KD tx	HepG2 tox	KB-3-1 tox	HT1080-NT tox	ATXN2 expr inh	S2 tox	IL-1B inflam inh	SW480 rerep	MCF10A rereplic
Cc1nc2ncnn2c(C)c1CCC(=O)O	8%	-2%	4%	6%	1%	i	14	-1%	3%
CCC(SC1=NCCS1)C(=O)Nc1nnc(-c2ccccc2OC)s1 (configuration not stated)	-8%	-26%	-22%	-4%	-3%	i	-14	10%	?
CC(C)N(Cc1ccccc1)C(=O)CC(=O)N(Cc1ccccc1)C(C)C	14%	6%	0%	13%	-4%	i	-17	-2%	6%

Going on with the list.
canonical_smiles	HT1080 IDH1KD tx	HepG2 tox	KB-3-1 tox	HT1080-NT tox	ATXN2 expr inh	S2 tox	IL-1B inflam inh	SW480 rerep	MCF10A rereplic
COc1ccc(-c2csc3nc(C)nc(N4CCC(C)CC4)c23)cc1OC	?	-45%	?	18µM*	74%[activator]	i	9	19%	?
COc1cccc(COC(=O)CCNC(=O)c2ccc(Cl)cc2)c1OC	0%	-11%	-4%	1%	-4%	i	7	-2%	4%
COc1ccc(C(NC(=O)C2CCN(CCOc3ccc(F)cc3)CC2)c2cccs2)cc1 (configuration not stated)	?	-40%	-1%	?	-27%	i	nt	nt	nt
CCn1c(=O)c(CCC(=O)NCC2CCCO2)c(C)c2c(C)nn(-c3ccccc3)c21 (configuration not stated)	-15%	-13%	-2%	-23%	-24%	i	-28	1%	14%
CC(C)(C)NC(=O)NC(=O)COC(=O)c1cc(=O)[nH]c2ccccc12	-5%	-12%	5%	-2%	-7%	i	2	-6%	?
CCCNC(=O)C1(C)CCCN(Cc2ccccc2N(C)C)C1 (configuration not stated)	-1%	17%	0%	-5%	-4%	i	-9	nt	nt
CCO[C@@H]1OC(C(N)=O)=C[C@H](c2ccc(C(F)(F)F)cc2)[C@H]1CCCO	-3%	12%	-2%	-9%	-4%	i	10	-10%	-11%
Cc1ccc(NC(=O)CN2C(=O)S/C(=C\c3ccccn3)C2=O)cc1	4%	-19%	10%	4%	nt	i	18	2%	-1%
O=Cc1c(N2CCSCC2)nc2ccccn2c1=O	-1%	13%	0%	-4%	-19%	i	-17	1%	-2%
Cn1c(=O)[nH]c(=O)c2c1nc(N1CCOCC1)n2CCCSc1ncccn1	14%	13%	1%	6%	-17%	i	7	-5%	-2%
CN(C(=O)c1ccc(NC(=O)Cc2ccc(NC(=O)C3CCN(C(=O)c4ccccc4)CC3)cc2)cc1)C1CC1	-10%	-2%	-15%	?	-10%	i	nt	-2%	8%
O=C(NCc1ccccc1OC(F)(F)F)C1CCC(=O)N(CCCN2CCOCC2)C1 (configuration not stated)	5%	-18%	11%	8%	nt	i	2	nt	nt
Cc1nn(C)cc1CNC(=O)Nc1ccc(Br)cc1Cl	1%	-21%	12%	6%	2%	i	36	-3%	-1%
CC1CC(C)(C)OC(c2ccc(C(C)C)cc2)O1 (configuration not stated)	4%	0%	nt	0%	1%	i	13	1%	-8%
COC(=O)C1CSC(C(=O)OC)N1C(=O)CN1CC(C)OC(C)C1 (configuration not stated)	6%	4%	10%	17%	1%	i	-9	4%	1%
Cn1c(=O)c2cc3ccc(Cl)cc3nc2n(C)c1=O	15%	-22%	0%	20%	0%	i	9	-16%	1%
COc1cc(C)nc(NS(=O)(=O)c2ccc(C)cc2)n1	12%	2%	12%	13%	4%	i	35	-6%	-2%
CN(C)C1CN(Cc2cn(Cc3ccc(Cl)cc3)nn2)S(=O)(=O)C1 (configuration not stated)	10%	nt	10%	14%	1%	i	18	nt	nt
COc1cc(C)c(NC(=O)C(=S)N2CCCC2)cc1C	?	13%	4%	24%	-8%	i	-14	-4%	-3%
O=C(O)CN1C(=O)CNC1=O	9%	-1%	-4%	14%	12%	i	21	3%	4%
Cc1nc2cc(O)ccc2n1C	-3%	-34%	2%	-1%	-5%	i	0	-5%	0%
Cc1onc(-c2ccccc2Cl)c1C(=O)Nc1ccccc1	-4%	-40%	-15%	-3%	-11%	i	0	-4%	5%
COCC(O)Cn1ccnc1N=Nc1ccccc1 (configuration not stated)	17%	-35%	9%	-2%	17%	i	-17	nt	nt
Cc1ccc(NC(=O)C2c3ccccc3Oc3ccccc32)c(C)c1	-2%	3%	1%	1%	0%	i	0	-1%	-57%[inhibitor]
CC(=O)N1CCc2cc(Br)cc(S(=O)(=O)NCCN3CCCCC3C)c21 (configuration not stated)	5%	-5%	10%	5%	1%	i	5	-2%	-4%
CNC(=O)Cn1nc(-c2ccc(C)cc2)c2ccccc2c1=O	-11%	1%	-4%	-12%	-15%	i	24	?	8%
CS(=O)(=O)N(CC(=O)Nc1cccc([N+](=O)[O-])c1)c1cccc(F)c1	0%	-26%	-3%	-1%	-18%	i	?	5%	?
O=C1CN(C(=O)c2ccco2)c2ccccc2N1	4%	-12%	-2%	6%	3%	i	14	-2%	20%
COc1ccc(S(=O)(=O)N2CCOCC2)cc1NC(=O)CN(C)Cc1c(F)cccc1Cl	-8%	2%	9%	-10%	-29%	i	-66*	1%	-3%
COc1cc(SC)ccc1C(=O)NCC1CCCCC1	-8%	9%	-1%	-2%	35%[activator]	i	?	-4%	2%
CC(=O)NCCC1CCN(C(=O)C2CCC(=O)N(C3CCCC3)C2)CC1 (configuration not stated)	9%	9%	1%	2%	nt	i	6	-6%	-6%
Clc1ccc(C2Nc3ccccc3-n3cccc32)cc1 (configuration not stated)	-24%	-13%	-3%	-16%	-18%	i	21	?	16µM*
CCOC(=O)N1CCC(NC(=O)Cn2cc3c(n2)CCCCC3)CC1	-3%	-12%	-5%	5%	-11%	i	2	-1%	-4%
O=C(Cn1cc2c(n1)CCCCC2)NCCN1CCOCC1	5%	-2%	?	10%	4%	i	11	17%	0%
CCOC(=O)C1=C(N)Oc2ccc3ccccc3c2C1c1cccc(O)c1 (configuration not stated)	-16%	-93%	-6%	-4%	?	?	-13	-3%	?
COc1cc2c(cc1OC)[C@@H]1Cc3ccc(OC)c(OC)c3CN1CC2	-14%	-26%	5%	-5%	?	i	30	1%	1%
O=C(CCC1CCCN(C(=O)C2CCCC2)C1)NCc1ccc(F)c(F)c1 (configuration not stated)	14%	-9%	-10%	9%	2%	i	-14	9%	3%
